Mac1 fbg enh – enhancers of human CD11b/CD18 binding to fibrinogen. K562 CD11b/CD18 adhesion to fibrinogen, ATPlite luminescence. P05107+P11215. 93,000 tested, 0.07% active. activation, % at 10 µM;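 active means 10 µM primary screen giving 50% or more activity, confirmed by 40% or more on retest at that dose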; further: strong numbers were not always called active; reference of the scale not given here
ERa coact pot – enhances coactivator binding to human estrogen receptor alpha; P03372; TR-FRET ERalpha-LBD/SRC-Cy5 coactivator binding, 2 h; 100 = basal binding, no effect; coactivator binding (% of control), % at 25.6 µM; 86,000 tested, 1.3% active; AID 639; in the data active means activity above about 200%;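 further: binding measured in presence of low estradiol as agonist stimulus; 0% = peptide alone without receptor and 100% = receptor with peptide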
Target sequence (P03372 whole entry, looked up, the tested form may be a part): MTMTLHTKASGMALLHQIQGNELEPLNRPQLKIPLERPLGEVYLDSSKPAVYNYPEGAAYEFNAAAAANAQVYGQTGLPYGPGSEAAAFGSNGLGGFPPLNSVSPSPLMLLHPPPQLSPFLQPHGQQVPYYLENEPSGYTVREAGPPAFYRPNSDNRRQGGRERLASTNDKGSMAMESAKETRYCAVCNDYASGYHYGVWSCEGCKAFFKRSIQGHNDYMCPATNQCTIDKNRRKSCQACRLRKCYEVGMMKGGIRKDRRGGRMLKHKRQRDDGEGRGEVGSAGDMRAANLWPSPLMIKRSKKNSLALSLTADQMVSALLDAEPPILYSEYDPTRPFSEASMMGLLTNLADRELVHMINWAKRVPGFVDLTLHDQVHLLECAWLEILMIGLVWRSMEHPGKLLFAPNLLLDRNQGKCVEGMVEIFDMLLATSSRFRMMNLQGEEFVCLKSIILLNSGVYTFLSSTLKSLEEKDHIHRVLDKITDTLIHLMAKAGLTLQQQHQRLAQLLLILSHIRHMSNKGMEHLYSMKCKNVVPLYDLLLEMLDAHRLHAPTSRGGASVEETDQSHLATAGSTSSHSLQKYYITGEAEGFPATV
ERb SRC1 inh – ER-beta (human) coactivator binding inhibition | Q92731 | TR-FRET ER-beta LBD / SRC1-Cy5 peptide binding; receptor agonist-loaded with 1 µM estradiol | inhibition, % at 25.6 µM | 86,000 tested, 1.3% active;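 active means compounds whose percent inhibition of the receptor-coactivator binding signal exceeds about 50% in the single-dose screen, limit read from the data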;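 further: 0% = receptor plus peptide wells without compound and 100% = peptide-only wells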
Mac1 fbg inh – inhibitors of human CD11b/CD18 binding to fibrinogen | P05107+P11215 | K562 CD11b/CD18 adhesion to fibrinogen, ATPlite luminescence; Mn2+ added to activate the integrin | inhibition, % at 10 µM | 93,000 tested, 0.54% active;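 active means primary inhibition of 50% or more at 10 µM, then 40% or more on retest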; further: some results filed as inactive read as strong as hits
MT1-MMP txn act – MT1-MMP promoter transcription activation | HT1080 MT1-MMP promoter luciferase reporter, luminescence, overnight; hits give high values | activation factor at 10 µM | 86,000 tested, 0.16% active | AID 750;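 active means activation factor of at least 2 for MT1-MMP transcription at 10 µM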
Calb biofilm kill – kills Candida albicans biofilms; C. albicans biofilm + clotrimazole, Alamar Blue; 85,000 tested, 0.14% active; inhibition, % at 6 µM;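 active means inhibition above 20%; inactive means inhibition below 20%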;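 further: preformed 24 hr biofilms exposed to compound for 48 hr; 0% = biofilm without compound and 100% = blank killed by clotrimazole plus chlorhexidine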
sEH inh – inhibitors of human soluble epoxide hydrolase; recombinant human sEH enzymatic activity assay; AID 707; inhibition, % at 2 µM; P34913; 91,000 tested, 0.34% active; in the data active means inhibition above about 80%; further: values of inactives mirror those of a sister screen read the other way; many of its hits are not listed in these tables
sEH activator – increases human soluble epoxide hydrolase activity; P34913; purified human sEH enzymatic activity, activator screen; activation, % at 2 µM; 91,000 tested, 0.04% active; AID 717; in the data active means activation above about 37%; further: values of inactives mirror those of a sister screen read the other way
Smad3 inh – inhibitors of human Smad3 transcription factor binding; P84022; TR-FRET Smad3/Dy647-FoxH1 peptide binding, europium anti-His; inhibition, % at 25 µM; 88,000 tested, 0.29% active; AID 630;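 active means compounds that reduce the energy-transfer binding signal between the protein and its labelled peptide by more than half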;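 further: 0% = Smad3 plus labelled peptide maximal FRET and 100% = peptide-only background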
Target sequence (P84022 whole entry, looked up): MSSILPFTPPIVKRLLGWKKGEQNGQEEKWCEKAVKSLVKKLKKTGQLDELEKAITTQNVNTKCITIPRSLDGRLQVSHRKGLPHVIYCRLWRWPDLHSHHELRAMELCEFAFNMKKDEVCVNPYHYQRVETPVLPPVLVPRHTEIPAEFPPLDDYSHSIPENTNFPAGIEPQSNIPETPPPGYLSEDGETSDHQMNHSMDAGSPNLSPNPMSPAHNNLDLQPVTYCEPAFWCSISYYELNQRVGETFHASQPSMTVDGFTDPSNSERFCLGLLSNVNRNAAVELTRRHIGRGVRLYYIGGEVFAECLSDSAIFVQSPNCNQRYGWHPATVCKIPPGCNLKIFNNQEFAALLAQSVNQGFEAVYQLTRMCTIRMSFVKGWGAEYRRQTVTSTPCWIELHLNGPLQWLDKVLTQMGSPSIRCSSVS
Numbers without * were called inactive; . = no result given; [ ] = remark or other dose. An excerpt (hit frequency here may not be typical).

SMILES | Mac1 fbg enh | ERa coact pot | ERb SRC1 inh | Mac1 fbg inh | MT1-MMP txn act | Calb biofilm kill | sEH inh | sEH activator | Smad3 inh
Cc1ccc(C)c(CSc2nnc(-c3cccnc3)o2)c1 | 5 | 109 | -1 | -4 | 1 | 3 | . | . | -2
Cc1ccc2c(c1)NC(=O)C(CC(=O)NCCCN1CCN(c3cc(Cl)ccc3C)CC1)O2 (stereo unspecified) | 8 | 99 | -4 | -3 | 1.2 | 10 | . | . | 7
O=C(O)CC(SCc1ccc(C(=O)O)o1)C(=O)O (stereo unspecified) | . | 113 | -5 | . | 1 | 5 | -14 | 12 | -4
Cc1nnsc1SCCNC(=O)c1c(F)cccc1F | 2 | . | . | -4 | . | . | 8 | -6 | .
Cc1ccc(S(=O)(=O)N2CCCCC2)cc1C(=O)Nc1ccc2cn[nH]c2c1 | -1 | 90[fluorescence artefact?] | 5 | -1 | 1.2 | 2 | -10 | 10 | 16
Cc1ccc(C(O)c2nc3ccccc3n2C(C)C)cc1 (stereo unspecified) | -3 | 98 | -11 | -13 | 1 | 2 | 12 | -10 | 10
CCCn1nc(C(=O)Nc2cc(C(=O)OC)ccc2C)c2ccccc2c1=O | 5 | 127 | -9 | 5 | 1 | -1 | . | . | 2
CC(=O)C1=C(C)NC(=O)NC1c1cccc(O)c1 (stereo unspecified) | -1 | 94 | 14 | 15 | 1.2 | 8 | 3 | -3 | 7
CCCCN(C)C(=O)c1ccc(S(=O)(=O)N2CCOCC2)cc1 | 1 | . | . | -6 | . | . | -9 | 10 | .
CC(=O)c1c(C(C)=O)c(C)n(-c2ccc(N)c(C)c2)c1C | 3 | 108 | 3 | -7 | . | 6 | -7 | 8 | -10
O=C(Nc1ccccc1C(F)(F)F)N1CCN(C(c2ccccc2)c2ccccc2)CC1 | -1 | 98 | 7 | -35 | . | 8 | -1 | 2 | 12
CCn1c2ccccc2c2cc(NC(=O)CSc3nnnn3-c3ccccc3)ccc21 | 11 | 136 | 23 | -9 | 1.2 | 8 | . | . | 8[fluorescence artefact?]
COc1cc(NS(=O)(=O)c2ccc(N/C=C(\C=O)c3nc4cc(Cl)ccc4o3)cc2)nc(OC)n1 | 4 | . | . | 25 | . | . | 3 | -1 | .
Cc1cc(NC(=O)CCC(=O)N(Cc2cccs2)C(C(=O)NC2CCCC2)c2ccccc2)no1 (stereo unspecified) | . | 115 | -3 | . | 1.2 | 7 | 0 | 2 | -8
Cc1ccnc(NC(=S)NC(=O)/C=C/c2ccco2)c1 | -3 | 79 | 26 | -2 | 1.6 | 8 | -6 | 6 | 3
CC(NC(=O)Cc1ccc(F)cc1)C(c1cccs1)N1CCN(C)CC1 (stereo unspecified) | . | 112 | 2 | . | 1.1 | 8 | 7 | -4 | -6
O=C(CN(C(=O)c1ccc2c(c1)OCCO2)c1ccccc1)NCC1CCCO1 (stereo unspecified) | 2 | 116 | -8 | -12 | 1 | 2 | 29 | -30 | 8
CC(=O)OCC1OC(c2ccccc2)C(OC(C)=O)C(OC(C)=O)C1OC(C)=O (stereo unspecified) | . | 100 | 0 | . | 1 | 7 | 1 | 0 | -2
C=CCn1c(SCc2ccccc2C#N)nnc1-c1ccccc1O | . | 117 | -11 | . | 1 | 5 | . | . | -2
OC(COc1ccc2c(c1)OCO2)CN1CCc2ccccc2C1 (stereo unspecified) | -5 | 110 | -3 | 2 | 1.5 | 11 | 3 | -3 | -4
CCOC(=O)C1CCN(C(c2cccc(F)c2)c2sc3nc(C)nn3c2O)CC1 (stereo unspecified) | . | 112 | -5 | . | 1.1 | 10 | . | . | 2
CCOC(=O)c1c(C)oc2cc(Br)c(OC(C)C(=O)OCC)cc12 (stereo unspecified) | 2 | 88 | 2 | 16 | 1 | 0 | 0 | 1 | 9
CCC(Sc1nc2ccccc2[nH]1)C(=O)Nc1cc(C)on1 (stereo unspecified) | -1 | 110 | 6 | -3 | 1.1 | 2 | . | . | 7
O=S(=O)(Cc1ccc(Cl)cc1)Nc1ccc2c(c1)OCO2 | -1 | 100 | 9 | -30 | 1.4 | 3 | -12 | 15 | 1
Cc1ccc(N2C(=O)c3oc4ccccc4c(=O)c3C2c2cccc(O)c2)nc1 (stereo unspecified) | . | 87[fluorescence artefact?] | 0 | . | 1.2 | 12 | 2 | -2 | 5

Four entries from above, with values under each structure:
The line under a structure holds: Mac1 fbg enh, ERa coact pot, ERb SRC1 inh, Mac1 fbg inh, MT1-MMP txn act, Calb biofilm kill, sEH inh, sEH activator, Smad3 inh
C=CCn1c(SCc2ccccc2C#N)nnc1-c1ccccc1O
    ., 117, -11, ., 1, 5, ., ., -2
CC(=O)OCC1OC(c2ccccc2)C(OC(C)=O)C(OC(C)=O)C1OC(C)=O (stereo unspecified)
    ., 100, 0, ., 1, 7, 1, 0, -2
CCOC(=O)C1CCN(C(c2cccc(F)c2)c2sc3nc(C)nn3c2O)CC1 (stereo unspecified)
    ., 112, -5, ., 1.1, 10, ., ., 2
CCCn1nc(C(=O)Nc2cc(C(=O)OC)ccc2C)c2ccccc2c1=O
    5, 127, -9, 5, 1, -1, ., ., 2

New compounds follow
SMILES | Mac1 fbg enh | ERa coact pot | ERb SRC1 inh | Mac1 fbg inh | MT1-MMP txn act | Calb biofilm kill | sEH inh | sEH activator | Smad3 inh
COc1ccc(CN(C)C2CCCCC2)cc1 | 1 | 106 | -1 | -6 | 1 | 0 | -10 | 12 | -14
COc1cccc(-c2nc(NCCN3CCOCC3)c3ccccc3n2)c1O | 3 | 99 | 2 | 6 | 1.1 | -3 | -21 | 18 | -5
CC(C)C(=O)c1cc2c(cc1NC(=O)c1cccs1)OCCO2 | . | 117 | -4 | . | 1.1 | 5 | -9 | 8 | 8
CC(=O)c1ccc(OCCCC(=O)NC2=NCCS2)cc1 | -2 | . | . | -2 | . | . | -3 | 7 | .
Cc1cc(C)cc(NS(=O)(=O)c2ccc3[nH]c(=O)[nH]c3c2)c1 | 1 | 97 | -4 | -26 | 1.1 | 4 | 3 | 1 | 8
O=C(NCc1ccc(Cl)cc1)c1cnn2ccccc12 | -14 | 91[fluorescence artefact?] | -1[fluorescence artefact?] | 2 | . | 12 | . | . | 4
OCCOCCn1c(-c2ccccc2)nc(=S)c2c1CCCC2 | 1 | 118 | -5 | -5 | 1.3 | 5 | 25 | -21 | 7
C=CCOC(=O)C1=C(C)NC(SCC(=O)Nc2ccccc2)=C(C#N)C1c1ccco1 (stereo unspecified) | 10 | 107 | -10 | -5 | 1.2 | 4 | 2 | -1 | 6
Cn1c(=O)c2c(nc(CN3CCN(C(=O)c4ccco4)CC3)n2Cc2ccccc2)n(C)c1=O | -3 | 97 | -9 | -3 | 1.1 | 2 | 7 | -6 | -6[fluorescence artefact?]
CCCC(=O)Nc1nc2nc(C)cc(=O)n2[nH]1 | 1 | 106 | -4 | -4 | 1.2 | 1 | 15 | -15 | 0
CCOC(=O)c1c(-c2ccccc2)csc1NC(=O)c1ccc(S(=O)(=O)N2CC(C)OC(C)C2)cc1 (stereo unspecified) | -5 | . | . | -30 | . | . | -19 | 17 | .
O=C(Nc1cccc(C(F)(F)F)c1)C1CCCN1S(=O)(=O)c1cccc2cccnc12 (stereo unspecified) | . | 104 | -7[fluorescence artefact?] | . | 0.9 | 10 | 5 | -5 | 7
COc1cc2c(cc1NC(=O)CCCN1C(=O)CCC1=O)oc1ccccc12 | 5 | 116 | -10 | -14 | 1.7 | 2 | 13 | -11 | 8
O=C(NCc1cccs1)c1ccccc1 | -1 | . | . | -4 | . | . | 6 | -7 | .
COc1ccc(CN2CCNC(=O)C2CC(=O)O)c(OC)c1 (stereo unspecified) | -2 | 103 | -8 | -5 | 1.1 | 4 | . | . | 7
Cc1ccccc1CN1CCN(CC(=O)NCCCN2CCN(c3ccc(F)cc3)CC2)C1=O | . | 113 | 3 | . | 1 | 0 | 4 | -5 | 5[fluorescence artefact?]
CCOC(=O)c1sc(=S)n(-c2cc(F)ccc2F)c1N | . | 87 | 1 | . | 1 | 6 | . | . | -8
O=C(c1ccccc1)N1CCN(CC#Cc2ccccc2)CC1 | -2 | 107 | 10 | 9 | 1.7 | 8 | -3 | 4 | -6
Cn1c(=O)n(CC(=O)OCc2ccccc2)c(=O)c2c1nc1n2CCCN1C1CCCCC1 | . | 101 | 17 | . | 1 | 1 | -23 | 20 | -15
N#Cc1ccccc1OCC(=O)Nc1c(C(=O)C2CC2)oc2ccccc12 | . | 107 | 4 | . | 1 | 12 | -15 | 15 | 9
CC(=O)C(C(C)=O)C(NC(=O)c1cccnc1)(C(F)(F)F)C(F)(F)F | . | 95 | 6 | . | 1.2 | 9 | . | . | -4
CC(C)Oc1ccc2c3c(c(=O)oc2c1)CCC3 | 2 | 120 | -9 | 2 | 1.2 | 5 | -17 | 17 | 1
CCC(=O)OC1CC(C)N(C(=O)c2ccccc2)c2ccc(C)cc21 (stereo unspecified) | -2 | 101 | -6 | -26 | . | -1 | 5 | -3 | 10
CCOC(=O)c1c(C)nc2sc(C(=O)Nc3ccc(OC)cc3)c(N)c2c1-c1ccc(OC)cc1 | -1 | . | . | 3 | . | . | -12 | 12 | .
COc1ccc(OC)c(N=Cc2c(O)[nH]c3ccccc23)c1 | . | 80 | 2 | . | 1 | 2 | 5 | -4 | -2
Additional entries follow:
SMILES | Mac1 fbg enh | ERa coact pot | ERb SRC1 inh | Mac1 fbg inh | MT1-MMP txn act | Calb biofilm kill | sEH inh | sEH activator | Smad3 inh
O=C(Nc1nc2ccc(F)cc2s1)C1CCCO1 (stereo unspecified) | . | 99[fluorescence artefact?] | -9 | . | 1.8 | 0 | -4 | 4 | -10
CCc1nc(SCC(=O)N2CCCC2)c2ccccc2n1 | -2 | 116 | 3 | -9 | 1.1 | 4 | -9 | 5 | 5
Cc1ccc(-c2nc3ccccc3c(=O)n2CCN2CCOCC2)cc1 | -2 | 121 | -4 | -10 | 1.2 | 6 | -2 | 2 | 4
CCC1(CC)Cc2ccccc2-c2nc3ccccc3c(=O)n21 | . | 33[fluorescence artefact?] | 5 | . | 1 | 10 | -4 | 6 | -7
CN(C)/C=C(\C(=O)c1ccc(Cl)cc1)c1nnnn1-c1ccc(Cl)cc1 | . | 104 | 17[fluorescence artefact?] | . | 1.2 | 7 | 10 | -13 | 16
Cc1ccc(Cl)cc1N1CCN(C(=O)C2CCC(=O)N2C(C)C)CC1 (stereo unspecified) | . | 100 | 2 | . | 1.1 | 9 | . | . | -10
CCCn1c(=N)n(CC(O)c2ccco2)c2ccccc21 (stereo unspecified) | -1 | 116 | -12 | -7 | 1.2 | 5 | -2 | 6 | -3
CCCCn1cnc2c(cnn2-c2ccc(Cl)cc2)c1=O | . | 113 | 12 | . | 1.4 | 6 | -2 | 1 | 8
COc1ccc(-c2cc(=O)n(-c3nc4ccccc4[nH]3)[nH]2)cc1 | -1 | 72 | -13 | 20 | 1.2 | 10 | 19 | -16 | -2
CCn1cc(C(=O)NCc2cccnc2)c(=O)c2cc(F)c(N3CCN(C(=O)c4ccco4)CC3)cc21 | -2 | 110 | -1 | 4 | 1.2 | -4 | -8 | 6 | -3
COc1ccc(C(=O)/C=C/Nc2ccc([N+](=O)[O-])cc2C)cc1OC | 53* | . | . | 1 | . | . | -25 | 21 | .
CC(C)CC(c1nnnn1Cc1cccs1)N1CCN(c2nc3ccccc3s2)CC1 (stereo unspecified) | . | 113 | -3 | . | 1.2 | 4 | 1 | 2 | 9[fluorescence artefact?]
CC(=O)C1=C(O)C=C(c2ccco2)CC1c1ccco1 (stereo unspecified) | . | 86 | 50*[fluorescence artefact?] | . | 1.2 | 0 | 0 | -1 | -3
O=C(CC12CC3CC(CC(C3)C1)C2)N1CCCOC1 | -1 | 115 | -2 | 8 | 1.1 | 5 | -4 | 4 | 4
COc1ccc(C2SC[C@@H](C(=O)O)N2C(C)=O)cc1 (stereo partly specified) | . | 96 | -8 | . | 1 | 9 | 7 | -4 | -11
CCNS(=O)(=O)c1ccc(C(=O)Nc2ccccc2)cc1 | 0 | 106 | -1[fluorescence artefact?] | -15 | 1.3 | -1 | 3 | -7 | 2

Assay outcomes from PubChem.
